BCLXL inh: Bcl-xL (human) inhibition; 320,000 tested, 0.7% active; GST-Bcl-xL / FITC-Bim BH3 peptide fluorescence polarization; inhibition, % at 10.9 µM; AID 2129;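 active means inhibition above the mean of all tested compounds plus 3 SD, cutoff set per campaign, cut at about 30% in these data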;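 further: 0% = DMSO wells and 100% = unlabeled Bim-BH3 peptide competitor; inhibitors lower millipolarization by displacing the labeled peptide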
Target sequence (Q07817 whole entry, looked up): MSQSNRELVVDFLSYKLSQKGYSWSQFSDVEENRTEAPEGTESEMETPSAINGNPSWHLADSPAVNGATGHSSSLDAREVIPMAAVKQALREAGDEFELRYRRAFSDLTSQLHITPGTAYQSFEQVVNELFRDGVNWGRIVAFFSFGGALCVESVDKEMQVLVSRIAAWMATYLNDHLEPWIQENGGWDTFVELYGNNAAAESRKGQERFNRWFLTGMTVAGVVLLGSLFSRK
MCL1 BIM primary: inhibitors of human MCL1 binding to BIM-BH3 peptide; inhibition, % at 10.9 µM; 320,000 tested, 0.68% active; GST-MCL1 / FITC-Bim-BH3 fluorescence polarization;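 active means inhibition above the mean inhibition of all tested compounds plus 3 SD, set per campaign, cut at about 40% in these data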;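 further: 0% = DMSO wells and 100% = unlabeled Bim-BH3 peptide control; higher means more loss of mP so more displacement of Bim peptide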
MEX-5 binding: C. elegans MEX-5 TCR-2 RNA binding activity; Q9XUB2; MEX-5/FITC-TCR2 RNA binding, fluorescence polarization; active compounds read low; activity score (negative = inhibition of binding), % at 10 µM; 300,000 tested, 0.38% active;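 active means inhibition past about -25% in most replicates, and total fluorescence under double the plate's negative control median, limit read from the data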;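 further: 0% = DMSO and -100% = 5 µM competing unlabeled TCR2 RNA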
PME-1 primary: blocks human protein phosphatase methylesterase 1. Q9Y570. recombinant PME-1, FP-Rh probe fluorescence polarization. inhibition, % at 5.9 µM. 320,000 tested, 0.53% active;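 active means inhibition above the campaign mean of all compounds plus 3 SD, cut at about 26% in these data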;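 further: competitive labeling of PME-1 active site by serine hydrolase directed probe; 0% = PME-1 with DMSO and 100% = wells lacking PME-1 enzyme; inhibitors block probe labeling so polarization falls and inhibition rises; many of its hits are not listed in these tables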
GLD-1 TGE inh: GLD-1-TGE RNA interaction inhibition (C. elegans) | Q17339 | purified GLD-1 + fluorescein TGE RNA, fluorescence polarization | inhibition, % at 5.96 µM | 320,000 tested, 0.44% active | AID 2280;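 active means percent inhibition above a per-plate cutoff, the plate mean of test compounds plus 3 SD, cut at about 30% in these data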;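 further: 0% = DMSO wells with GLD-1 and probe and 100% = wells lacking GLD-1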
VLA-4 inh: inhibition in a human VLA-4 binding assay. P13612. VLA-4 expressing cells, ligand binding flow cytometry. inhibition, % (about 7 µM as worked out from the volumes in the protocol). 330,000 tested, 0.2% active. AID 2557; in the data active means inhibition above about 50%
Fam108B inh: Fam108B inhibition, counter-screen for RBBP9 inhibitors; AID 1947; 300,000 tested, 0.33% active; recombinant Fam108B, FP-Rh probe fluorescence polarization; inhibition, % at 9.51 µM;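 active means inhibition above the screen mean inhibition plus 3 SD, computed separately per campaign, cut at about 18% in these data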;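 further: inhibitors lower polarization as less probe binds the enzyme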
GRK2 aptamer HTS: inhibitors of human GRK2 displacing RNA aptamer; 330,000 tested, 0.59% active; P25098; bead flow cytometry, FAM-aptamer displacement from GRK2; AID 488847; inhibition of aptamer binding, % at 10 µM;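 active means inhibition of aptamer binding above 40%, roughly 3 SD of noise, on plates passing a quality check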;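 further: median bead fluorescence of bound FAM aptamer so fluorescent compounds give negative values; no value below 0 was filed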
Target sequence (P25098 whole entry, looked up): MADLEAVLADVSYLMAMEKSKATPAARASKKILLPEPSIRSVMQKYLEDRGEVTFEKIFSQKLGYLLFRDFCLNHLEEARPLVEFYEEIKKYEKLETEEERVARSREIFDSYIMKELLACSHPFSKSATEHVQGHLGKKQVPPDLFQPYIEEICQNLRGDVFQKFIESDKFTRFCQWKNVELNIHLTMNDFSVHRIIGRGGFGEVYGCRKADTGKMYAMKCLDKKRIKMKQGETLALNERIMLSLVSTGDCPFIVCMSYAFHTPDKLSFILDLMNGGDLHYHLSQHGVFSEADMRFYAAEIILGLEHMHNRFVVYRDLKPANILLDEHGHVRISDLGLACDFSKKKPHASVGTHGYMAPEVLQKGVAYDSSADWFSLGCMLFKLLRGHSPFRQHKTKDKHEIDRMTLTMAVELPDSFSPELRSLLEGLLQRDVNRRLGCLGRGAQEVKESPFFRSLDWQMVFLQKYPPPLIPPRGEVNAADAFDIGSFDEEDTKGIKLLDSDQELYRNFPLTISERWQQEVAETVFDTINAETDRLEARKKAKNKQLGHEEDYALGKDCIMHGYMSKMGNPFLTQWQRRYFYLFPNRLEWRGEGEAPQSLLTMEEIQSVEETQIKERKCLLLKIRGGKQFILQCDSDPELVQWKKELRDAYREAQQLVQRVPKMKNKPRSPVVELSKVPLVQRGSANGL
Efflux pump inh: antifungal efflux pump inhibition, Nile Red retention; S. cerevisiae Candida pump triplex; inhibition, % at 10 µM; 330,000 tested, 0.44% active;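 active means plate passing quality check with inhibition over a set limit, or well fluorescence over plate mean plus 4 SD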;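 further: Nile Red retained in pooled yeast measured as flow cytometry median fluorescence; 0% = buffer negative control and 100% = Enniatin B positive control; higher means more Nile Red kept so more efflux inhibition; some compounds called inactive have numbers as strong as hits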
Starred values were filed as active, the others as inactive; x = not tested or not shown; + = active, no number.

SMILES	BCLXL inh	MCL1 BIM primary	MEX-5 binding	PME-1 primary	GLD-1 TGE inh	VLA-4 inh	Fam108B inh	GRK2 aptamer HTS	Efflux pump inh
O=[N+]([O-])NC1=NCCN1Cc1ccc(Cl)nc1	-2	5	-3.2	-9	-3	5	-5	0	0.2
Cn1cccc1CNCCc1ccccc1	8	11	-1.7	-8	9	13	1	0	-0.1
COc1cccc(O)c1CN1CCCC(C(=O)c2ccccc2SC)C1 (centres undefined)	4	1	0.9	-3	7	51*	-2	3	-0.3
CC/C(=N\NC(=O)c1ccccc1O)c1c(O)n(Cc2ccccc2)c(=O)[nH]c1=O	-28	-39	-3.9	13	-49	-8	15	2	0.0
CC1=C(/C=C/c2ccccc2)CCN(C)C1	-1	-1	0.9	4	1	8	4	0	0.0
COC(=O)C1=C(c2ccc(-c3ccccc3)c(F)c2)C[C@@H]2CC[C@H]1N2C(=O)NCc1cccc2ccccc12	1	3	x	-16	5	0	x	5	-0.1
Cc1ccc(-c2nc3ccccc3c(=O)n2-c2cccc(O)c2)cc1	31*	24	-5.1	-4	6	-7	-4	1	-0.1
NC(=O)Nc1cccc(C(F)(F)F)c1	4	1	1.8	-4	-5	0	7	1	0.1
C#CCN1CCN(c2cccc(C(F)(F)F)c2)CC1	-2	-5	-1.4	-2	6	15	0	2	-0.1
Cc1cccc(-n2c(O)c(C=NCCN3CCCCC3)c(=O)[nH]c2=O)c1	7	6	-0.1	0	8	-1	2	2	-0.1
CC(C)[C@]12O[C@H]1[C@@H]1O[C@]13[C@]1(O[C@H]1C[C@H]1C4=C(CC[C@@]13C)C(=O)OC4)[C@@H]2O	7	12	-1.3	0	4	x	1	0	0.0
C=CCSc1nc2c(c(-c3ccsc3)c1C#N)CN(C)CC2	27	25	-7.1	8	14	-17	1	0	0.0
CCOc1nc(NC(C)C)nc(N2CC3CC(C2)c2cccc(=O)n2C3)n1 (centres undefined)	2	0	-0.9	3	-5	6	5	1	0.0
COC(=O)c1cncn1C(C)c1ccccc1 (centres undefined)	3	-1	0.8	-16	7	-49	4	1	-0.1
CCCC12CN3CCN(C1)CC(CCC)(C3)C2=O	5	6	-0.5	1	7	10	1	0	0.0
COc1ccc(-n2c(O)c(C(C)=NCc3ccc4c(c3)OCO4)c(=O)[nH]c2=O)cc1	6	4	4.4	0	7	3	-1	0	0.2
CC1CN=C(NCc2ccc(F)cc2)S1 (centres undefined)	2	7	-1.5	-4	-5	0	1	0	-0.4
CCCCN=C[C@]12CCC(O)CC1(O)CCC1[C@@H]2CC[C@]2(C)[C@H](C3C=CC(=O)O3)CCC12O (some centres undefined)	7	5	0.7	-4	-1	10	2	0	-0.2
c1cc(C2N3CCCN2CC3)ccn1 (centres undefined)	-1	-7	1.2	0	5	3	5	0	0.1
CN1CCc2nc(N)c(C#N)c(-c3ccccc3)c2C1	61*	69*	-1.7	0	46*	-29	-4	0	0.0
O=C(NCCO)c1nsnc1NCCCl	3	2	-1.8	3	-1	6	-1	1	0.0
O=C1NC(=O)C2(Cc3ccccc3N3CCCC32)C(=O)N1 (centres undefined)	37*	35	-12	-1	19	9	1	0	0.1
COc1ccc(OC)c(-n2c(O)c(C=Nc3c(C)n(C)n(-c4ccccc4)c3=O)c(=O)[nH]c2=O)c1	5	3	-2.4	3	-3	-7	-2	16	-0.1
O=C(COc1ccccc1)N1CCN(CC2CC=CCC2)CC1 (centres undefined)	5	7	-0.5	-2	-2	8	4	1	0.0
COc1cc(C(O)CNC(C)C)cc(F)c1OC (centres undefined)	2	2	-3.1	5	3	x	-2	x	x
Cc1ccc(S(=O)(=O)N2CN3CCN(C3)C2)cc1	3	5	-1.6	4	6	-2	3	0	0.1
O=C1/C(=C\c2ccc3c(c2)OCO3)N2CCC1CC2	9	5	0.0	1	0	10	-1	0	0.1
Cc1cc2c(s1)NC(=O)CN=C2c1cccs1	-3	0	2.0	2	2	-3	4	0	-0.2
CCc1ccccc1NC(=O)CSc1nnc([C@@H](N)Cc2c[nH]c3ccccc23)o1	-1	9	0.8	0	-4	3	6	0	0.1
COC(=O)COc1cc(C)cc2oc(=O)c3c(c12)CCCC3	1	0	2.6	-1	2	5	-2	0	-0.1
O=c1c2ccccc2nc(/C=C/c2ccc3c(c2)OCO3)n1-c1cccc(O)c1	3	12	-3.3	-7	-4	-25	-7	0	-0.2
O=C(c1ccc2c(c1)OCO2)C1CCCN(CC2CCCCC2)C1 (centres undefined)	8	9	-1.0	3	0	-1	-4	1	0.1
c1ccc(C2CC3CC(c4ccco4)N2O3)cc1 (centres undefined)	7	6	-1.2	-2	1	14	-4	0	-0.1
N=c1sccn1Cc1ccccc1F	x	x	-0.6	x	x	-18	x	1	0.1
Cc1ccccc1CS(=O)(=O)Cc1ccc(C(=O)N2CCC3(CC2)OCCO3)o1	1	7	-1.4	-1	5	-4	-2	0	-0.2
O=C(CCN1C(=O)COc2ccccc21)N1CCC2(CC1)OCCO2	-1	3	2.2	8	10	6	1	4	0.0
COC(=O)C1=C(c2ccc(Cl)c(C(F)(F)F)c2)C[C@@H]2CC[C@H]1N2C(=O)NCCCOC(C)C	2	-1	x	0	-3	1	x	0	0.2
COc1ccc(C)cc1NC(=O)N1CCC2(CC1)OCCO2	8	16	1.1	1	4	4	3	1	-0.1
CCN1C[C@]2(C)CC[C@H](O)[C@]34C1[C@H](C[C@H]23)[C@@]1(O)C[C@H](OC)[C@H]2C[C@@H]4[C@@H]1C2O (some centres undefined)	-2	-3	x	-9	3	11	-9	4	-0.1
COC(=O)C(O)(c1ccc(NC(=O)NC2CCCCC2)cc1)C(F)(F)F (centres undefined)	1	-1	x	-5	7	11	2	0	2.6
CC1(C)CN=C(NCc2ccccc2)S1	2	7	0.9	2	6	4	3	4	0.0
CCN1C(=O)N(CC)C(=O)C2(Cc3ccccc3N3CCN(c4ccccc4)CC32)C1=O (centres undefined)	29	8	-0.4	1	5	-1	1	1	0.1
CCOP(=O)(OCC)C(O)c1ccccc1 (centres undefined)	1	3	-1.9	-5	3	8	-1	1	-0.1
CCc1c(C)nc(N)nc1N1N=C1SCCOc1ccccc1	3	-2	0.5	0	2	3	0	0	0.1
COC1=CC(=O)O[C@@H](/C=C/c2ccccc2)C1	-1	11	x	-1	-1	-14	-7	3	-0.1
CCNCC(O)c1cccc(O)c1 (centres undefined)	-3	0	-1.8	0	3	9	-2	0	0.1
C=CCC1(CN2CCCCCC2=O)C(=O)NC(=O)NC1=O	-1	8	-1.0	2	-5	9	-3	2	0.0
CCOC(=O)C(=CNc1ccc(C(O)(C(=O)OCC)C(F)(F)F)cc1C)C(=O)OCC (centres undefined)	0	2	-0.5	1	3	11	2	3	-0.2
Cc1cc(NC(=O)C(Cl)(Cl)Cl)no1	1	4	-1.5	-2	-1	-4	0	1	-0.2
COc1ccccc1N1C(=O)NC(=O)/C(=C\c2cnn(-c3ccccc3)c2)C1=O	-1	-8	2.2	-3	-6	-1	-1	0	-0.2
O=C(Nc1cccc(C(F)(F)F)c1)OC1CN2CCC1CC2 (centres undefined)	4	5	1.2	-2	-2	-13	1	0	0.0
CCOc1ccc([N+](=O)[O-])cc1CNCCc1ccccc1	9	3	-4.3	5	9	-6	2	0	-0.2
CCOC(=O)C1(CCCc2ccccc2)CCN(C2CCCC2)CC1	5	5	-1.0	-1	2	-14	-4	0	0.0
O=C1NC(=O)C(=Cc2ccc(OCCOc3ccc([N+](=O)[O-])cc3)cc2)C(=O)N1	0	5	-5.1	-3	1	1	0	6	-0.1
N#CC1=C(N)Oc2c(c(=O)oc3ccccc23)C1c1ccc([N+](=O)[O-])o1 (centres undefined)	18	17	-6.8	7	9	-14	0	6	-0.1
O=c1c2ccccc2nc(/C=C/c2ccc(F)cc2)n1-c1ccccc1O	0	-13	-11	-9	0	-61	-6	2	0.0
CCCCn1c(O)c(C=NCCN2CCCCC2)c(=O)[nH]c1=O	7	14	-0.9	2	7	8	1	1	0.1
O=S(=O)(c1ccc(Cl)cc1)c1ccc(Cl)cc1	1	-13	x	0	-4	6	x	1	0.3
COC(=O)C1=C(c2c(C)noc2C)C[C@@H]2CC[C@H]1N2C(=O)NCc1ccco1	9	7	x	-1	0	-4	x	0	-0.1
COC(=O)C1=C(c2ccccc2OCc2ccccc2)C[C@@H]2CC[C@H]1N2C(=O)NCCc1ccc(F)cc1	-3	-6	x	0	0	9	x	13	-0.3
The listing continues:
SMILES	BCLXL inh	MCL1 BIM primary	MEX-5 binding	PME-1 primary	GLD-1 TGE inh	VLA-4 inh	Fam108B inh	GRK2 aptamer HTS	Efflux pump inh
Cc1ccc(S(=O)(=O)N(C)C/N=C(\N)N[N+](=O)[O-])cc1	-3	-6	2.3	-1	-11	5	3	0	-0.1
O=S(=O)(c1ccccc1)N1CCCCC1c1cccnc1 (centres undefined)	4	2	0.0	4	1	1	0	0	-0.1
CN1CCN(c2ccc([N+](=O)[O-])c3no[n+]([O-])c23)CC1	197*	+	-60*	-28	141*	-35	-22	1	0.0
CN1CCc2nc3ccc(F)cc3c(C(N)=O)c2C1	2	1	-1.3	5	2	-11	0	0	0.0
COC(=O)C1=C(c2ccccc2OCc2ccccc2)C[C@@H]2CC[C@H]1N2C(=O)NCc1ccc(Cl)cc1	0	7	x	-4	0	2	x	0	0.1
CCC(=O)OC1(Cc2ccc(CC)cc2)CC(C)N(C)CC1C (centres undefined)	0	1	-2.5	4	-5	35	3	0	-0.1
CC(C)c1ccccc1NC1=NCCCS1	2	9	0.5	-1	-1	12	-2	2	-0.1
C(#CCN1CCOCC1)COCc1ccccc1	10	11	-4.4	6	-1	3	1	0	0.0
COC(=O)C1=C(c2ccc(S(C)(=O)=O)cc2)C[C@@H]2CC[C@H]1N2C(=O)NCc1cccc2ccccc12	1	9	0.9	3	2	-1	-1	0	0.0
O=c1[nH]c(CN2CCNCC2)nc2ccccc12	-3	2	-1.9	-2	0	13	-2	1	0.2
CCN(CC)C(=O)c1ccc(NC(=O)c2ccc(-n3cncn3)c([N+](=O)[O-])c2)cc1	-5	-3	-1.7	-3	4	-6	-4	0	0.1
Cn1c2ccccc2c2cnn(CC(=O)N3CCC4(CC3)OCCO4)c(=O)c21	4	4	2.8	-4	1	7	0	25	0.0
CC(=O)O[C@H]1C(=O)[C@@]2(C)C([C@H](OC(=O)c3ccccc3)[C@]3(O)C[C@H](OC(=O)[C@H](O)[C@@H](NC(=O)Cc4ccccc4)c4ccccc4)C(C)=C1C3(C)C)[C@]1(OC(C)=O)CO[C@@H]1C[C@@H]2O (some centres undefined)	6	4	0.8	-2	9	7	-3	2	0.0
CCC(=NCc1ccco1)c1c(O)n(-c2ccc(Cl)cc2)c(=O)[nH]c1=O	-2	5	x	3	0	4	6	0	0.0

Complete entries as entered above. Order of screens: BCLXL inh, MCL1 BIM primary, MEX-5 binding, PME-1 primary, GLD-1 TGE inh, VLA-4 inh, Fam108B inh, GRK2 aptamer HTS, Efflux pump inh
COC(=O)COc1cc(C)cc2oc(=O)c3c(c12)CCCC3 in the list: 1, 0, 2.6, -1, 2, 5, -2, 0, -0.1
COc1ccc(-n2c(O)c(C(C)=NCc3ccc4c(c3)OCO4)c(=O)[nH]c2=O)cc1 in the list: 6, 4, 4.4, 0, 7, 3, -1, 0, 0.2
CCCC12CN3CCN(C1)CC(CCC)(C3)C2=O in the list: 5, 6, -0.5, 1, 7, 10, 1, 0, 0.0
CC1=C(/C=C/c2ccccc2)CCN(C)C1 in the list: -1, -1, 0.9, 4, 1, 8, 4, 0, 0.0

Compound activity from PubChem.

Only part of the results is shown (hit frequency here may not be typical).
